GASC-1 inh: inhibitors of GASC-1 histone demethylase, primary screen, biochemical, fluorescence, DELFIA europium; Lysine-specific demethylase 4C (Homo sapiens), Q9H3R0; GST-JMJD2C(1-420) H3K9me3 demethylation; inhibition, % at 2.35 µM; 330,000 compounds, 0.069% hits; AID 2099, 2009;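 active means more than half of a compound's replicate wells show inhibition beyond 50%, single wells judged on their own value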;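 further: signal counts dimethyl H3K9 product captured on neutravidin plate; 0% = median of DMSO wells and 100% = 0.3 times that DMSO median; strong numbers were not always called active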
Target sequence (Q9H3R0 1-420 limits assumed): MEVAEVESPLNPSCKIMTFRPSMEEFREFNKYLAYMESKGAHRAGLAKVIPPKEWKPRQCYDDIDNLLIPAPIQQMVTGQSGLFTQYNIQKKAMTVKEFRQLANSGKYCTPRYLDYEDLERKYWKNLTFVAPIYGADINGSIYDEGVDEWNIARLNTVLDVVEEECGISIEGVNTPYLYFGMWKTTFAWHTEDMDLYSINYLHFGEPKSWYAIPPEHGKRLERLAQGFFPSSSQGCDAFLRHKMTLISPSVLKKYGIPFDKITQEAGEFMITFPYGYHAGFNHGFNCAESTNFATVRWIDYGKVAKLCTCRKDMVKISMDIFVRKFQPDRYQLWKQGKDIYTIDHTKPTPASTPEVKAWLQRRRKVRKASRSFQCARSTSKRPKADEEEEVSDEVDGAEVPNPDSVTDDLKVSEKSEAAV
LAP4 TOR yeast: modulators of LAP4-GFP expression in yeast, primary screen, S. cerevisiae, multiplex flow cytometry, MLPCN library; 3 h; median GFP as percent of DMSO wells; GFP response vs DMSO, % at 10 µM; 320,000 compounds, 0.34% hits; AID 2023, 2009;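 active means GFP response vs DMSO above a set limit, about the screen mean plus 3 SD, cut at about 150% in these data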
RPL19A TOR yeast: RPL19A-GFP expression modulators in yeast, primary screen, cell-based, S. cerevisiae, multiplex flow cytometry, MLPCN | AID 2025, 2009 | 330,000 compounds, 0.3% hits | S. cerevisiae RPL19A-GFP strain, 3 h; hits give low values | percent response vs DMSO, % at 10 µM;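 active means percent response vs DMSO below 50%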;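 further: median channel GFP fluorescence of the barcoded RPL19A-GFP strain; ratio of sample median GFP to plate DMSO average so 100% = DMSO; lower means less RPL19A-GFP as with rapamycin TOR inhibition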
AGP1 TOR yeast: modulators of AGP1-GFP expression in yeast TOR pathway, primary screen, cell-based, multiplex flow cytometry, S. cerevisiae, MLPCN library. 3 h; GFP as percent of DMSO wells. GFP response vs DMSO, % at 10 µM. 320,000 compounds, 0.02% hits. AID 2066, 2009;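 active means GFP response relative to DMSO above a set limit, near screen average plus 3 SD, cut at about 150% in these data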;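 further: median GFP channel fluorescence of the gated AGP1 strain per well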
MEP2 TOR yeast: modulators of MEP2-GFP levels in yeast, primary screen, S. cerevisiae, multiplex flow cytometry, MLPCN library; S. cerevisiae MEP2-GFP strain, 3 h; 100% = DMSO control level; 330,000 compounds, 0.51% hits; GFP response vs DMSO, % at 10 µM;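 active means GFP response versus DMSO above a set limit, roughly screen mean plus 3 SD, cut at about 180% in these data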;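 further: median GFP fluorescence of the barcode-gated MEP2-GFP cells per well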
GRK2 inh: compounds blocking aptamer binding on GRK2 – biochemical, human GRK2, bead flow cytometry, HTS, primary screen; 330,000 compounds, 0.59% hits; FAM-aptamer displacement from GRK2; inhibition of aptamer binding, % at 10 µM; AID 488847, 2010;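 active means inhibition of aptamer binding above 40%, roughly 3 SD of noise, on plates passing a quality check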;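 further: median bead fluorescence of bound FAM aptamer so fluorescent compounds give negative values; no value below 0 was filed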
Target sequence (P25098 whole entry, looked up): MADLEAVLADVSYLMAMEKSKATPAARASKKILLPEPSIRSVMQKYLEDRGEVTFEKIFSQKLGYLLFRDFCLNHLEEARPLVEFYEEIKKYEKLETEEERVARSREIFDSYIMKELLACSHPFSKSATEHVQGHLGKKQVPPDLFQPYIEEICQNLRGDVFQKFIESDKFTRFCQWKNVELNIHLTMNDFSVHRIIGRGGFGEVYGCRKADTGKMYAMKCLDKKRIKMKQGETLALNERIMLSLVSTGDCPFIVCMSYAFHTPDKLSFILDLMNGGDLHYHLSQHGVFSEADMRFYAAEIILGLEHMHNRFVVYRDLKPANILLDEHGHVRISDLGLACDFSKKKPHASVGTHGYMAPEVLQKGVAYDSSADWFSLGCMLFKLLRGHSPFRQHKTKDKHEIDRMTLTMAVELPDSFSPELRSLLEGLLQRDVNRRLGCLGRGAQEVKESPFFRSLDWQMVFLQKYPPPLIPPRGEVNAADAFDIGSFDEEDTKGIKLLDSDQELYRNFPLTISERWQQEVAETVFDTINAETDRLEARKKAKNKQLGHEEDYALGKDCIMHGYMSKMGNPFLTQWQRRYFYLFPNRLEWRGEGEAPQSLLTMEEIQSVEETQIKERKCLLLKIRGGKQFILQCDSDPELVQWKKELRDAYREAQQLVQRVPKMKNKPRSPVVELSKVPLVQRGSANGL
CIT2 TOR yeast: modulators of CIT2-GFP expression in yeast, primary screen, S. cerevisiae, GFP fusion, multiplex flow cytometry, MLPCN library | S. cerevisiae CIT2-GFP strain, 3 h; 100 means same as DMSO wells | GFP response vs DMSO, % at 10 µM | 320,000 compounds, 0.065% hits;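 active means GFP response relative to DMSO above a set limit, near the screen mean plus 3 SD, cut at about 150% in these data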;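 further: ratio of well median GFP fluorescence to mean of DMSO wells on the plate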
VLA-4 inh: inhibition in human VLA-4 binding assay, primary screen, VLA-4 allosteric modulator project, MLPCN library, flow cytometry, VLA-4 expressing cells | ligand binding flow cytometry | inhibition, % (about 7 µM as worked out from the volumes in the protocol) | Integrin alpha-4 (Homo sapiens), P13612 | 330,000 compounds, 0.2% hits; in the data active means inhibition above about 50%
The depositor's hits bear a star; x = not tested or not shown; & = joins results of further samples.

SMILES	GASC-1 inh	LAP4 TOR yeast	RPL19A TOR yeast	AGP1 TOR yeast	MEP2 TOR yeast	GRK2 inh	CIT2 TOR yeast	VLA-4 inh
CCN(C(=O)c1cc(Cl)ccc1Cl)C1CCS(=O)(=O)C1 (stereo not drawn)	-2	88	90	93	93	0	95	-2
Cc1cc(N2CCC(C(=O)NC3CCCCC3)CC2)nc(-c2ccccc2)n1	1	105	99	104	111	4	104	-26
COc1ccc(S(=O)(=O)Nc2noc3ccccc23)cc1	-5	97	104	103	100	0	102	14
O=C1CC(Cc2ccccc2)C(=O)N1Cc1ccco1 (stereo not drawn)	-11	118	101	106	105	0	103	8
Cc1ccc(-c2nn(-c3ccccc3)cc2/C=N/NC(=O)CSc2nnc(C)n2-c2ccccc2)cc1	-6	106	103	x	107	2	113	-8
Cc1cc(C)cc(OCC(O)CN2C(=O)NC(C)(C)C2=O)c1 (stereo not drawn)	3	105	97	98	118	3	92	11
COC(=O)c1ccc(NC(=O)c2ccc3c(c2)OCO3)cc1	-3	107	103	101	95	0	103	9
CCOCCCNCC(=O)NCC1CCCCC1	3	96	95	92	95	3	93	4
O=C(NCCc1ccccc1)C1CCCN(C(=O)NC2CCCCC2)C1 (stereo not drawn)	-8	101	100	102	103	2	99	3
O=C(CSC(=S)N1CCOCC1)Nc1nc(=O)c2ccccc2s1	3	96	100	101	105	1	103	-4
CCN1CCN(C(=S)Nc2ccccc2Cl)CC1	2	x	97	94	94	0	95	-9
COc1ccc(CC(=O)Nc2cccc(-c3csc(C)n3)c2)cc1	14	100	95	92	100	2	86	2
O=C(CN1C(=O)c2ccccc2C1=O)Nc1ccc(S(=O)(=O)NCC2CCCO2)cc1 (stereo not drawn)	2	96	106	113	107	0	110	9
O=C(COC(=O)/C=C/c1cccc(C(F)(F)F)c1)NC(=O)NCc1ccco1	-17	100	100	99	97	0	89	1
Cc1c(NC(=O)CSCc2ccc(Br)cc2)c(=O)n(-c2ccccc2)n1C	6	112	100	108	91	1	90	-7
CCCN1C(=S)SC(C)(C)C1/[N+]([O-])=C/c1ccc(S(=O)(=O)NC)cc1 (stereo not drawn)	-1	105	94	101	98	0	88	0
COC(=O)CCc1c(C)nn(-c2ccccc2)c1C	-5	95	86	x	93	1	84	4
CCOC(=O)C1=C(C)N(C)C(=O)NC1c1cccc2ccccc12 (stereo not drawn)	-3	98	98	99	96	2	97	30
Cc1ccc(N=C2C(=S)N(c3ccc(C)cc3)C(=N)N2/N=C/c2ccc(Cl)cc2)cc1	8	106	97	101	96	0	95	13
CC(=O)c1ccc(NC(=O)COC(=O)CC2CC3CCC2C3)cc1 (stereo not drawn)	18	101	107	105	100	0	102	6
CCOc1cc(NC(=S)Nc2cccc(OC)c2)c(OCC)cc1NC(=O)C(C)C	-12	91	98	101	98	0	97	-10
O=C(/C=C/c1cn(-c2ccccc2)nc1-c1cccnc1)c1ccco1	-3	96	97	86	93	2	87	10
O=C(Nc1ccc(Cl)cc1)c1nc[nH]c1C(=O)NCc1ccccc1	1	81	95	65	89	1	86	32
COc1ccc(-n2c(Cc3cccn3C)nnc2SCC(=O)Nc2ccc(C(C)=O)cc2)cc1	3	105	97	111	111	0	111	-3
Nc1nc(COc2ccc(F)cc2Cl)nc(N2CCCCC2)n1	10	95	104	102	104	6	103	-5
Cc1ccc(C)c(S(=O)(=O)N2CCCOC2CNC(=O)C(=O)NC2CCCCC2)c1 (stereo not drawn)	6	84	97	93	83	5	89	-10
Cc1ccc2n(n1)c(=O)c(Cc1ccccc1)c([O-])[n+]2-c1ccccc1	5	102	105	109	122	3	112	1
C=C(C)C(=O)Nc1cccnc1Oc1ccc(F)cc1F	12	91	94	95	91	4	89	4
CCOc1ccc(/C=N/NC(=O)c2[nH]ncc2Br)c(O)c1	11	91	101	96	100	0	97	-6
Cc1nn(-c2ccccc2)nc1C(=O)Nc1ccc2c(c1)OCCO2	-1	92	101	89	99	1	106	1
COC(CNC(=O)c1ccc(CS(=O)(=O)c2ccccc2)o1)OC	-7	89	93	91	91	0	98	6
COc1ccc(-c2cc3ccccc3oc2=O)cc1NC(=O)c1cccnc1	0	92	100	93	84	0	96	-3
Cc1ccc(CNC(=O)CSc2nnc(CNC(=O)c3ccccc3)o2)cc1	15	99	102	101	109	2	101	-1
CS(=O)(=O)n1nc(OC(=O)c2cccc3ccccc23)cc1N	-8	108	94	100	109	2	98	9
CCn1cc(C(=O)N[C@H](C(=O)NCCCN2CCOCC2)C(C)C)c(=O)c2cc3c(cc21)OCO3	-8	89	101	98	98	1	100	13
O=C(COC(=O)/C=C/c1ccc(F)cc1)Nc1nnc(-c2ccccc2)o1	-2	101	99	100	101	2	97	0
CCc1ccc(CN2CCCC(CNC(=O)c3cccc(OC)c3OC)C2)cc1 (stereo not drawn)	39	88	92	90	107	0	99	-7
Cc1ccc(S(=O)(=O)NCC(c2ccc3c(c2)OCO3)N2CCN(c3ccccc3)CC2)cc1 (stereo not drawn)	-6	122	100	106	100	0	96	4
O=C(NNC(=S)NCC1CCCO1)c1ccc(S(=O)(=O)N2CCOCC2)cc1 (stereo not drawn)	4	97	109	102	103	0	97	2
CCOc1ccc(N(CC(=O)Nc2ccc(C)cc2)S(=O)(=O)c2c(C)[nH]c(=O)[nH]c2=O)cc1	-3	97	96	98	88	1	90	12
COCCn1c(C)cc(C2=NNC(=Nc3ccc(OC)cc3)SC2)c1C	-4	90	102	97	98	0	98	5
COCCn1c(SCC(=O)NC(=O)NC(C)(C)C)nc2ccccc21	52	93	97	100	96	0	107	-6
CC(C)(C)OC(=O)N1CCCN(C(=O)Nc2cccc(Cl)c2)CC1	0	117	92	104	102	0	96	9
CN1CCN(CC(=O)Nc2ccccc2C(F)(F)F)CC1	1	82	102	145	110	4	112	3
CCOc1ccc(Br)cc1/C(C)=N\NC1=NCCN1	-7	98	97	108	97	0	109	15
CCCc1nnc(NC(=O)CCC(=O)N2CCN(S(=O)(=O)c3ccc(C)cc3)CC2)s1	8	108	110	108	110	0	105	2
Cc1ccc(/C=C/C(=O)N(Cc2cccs2)C2CCS(=O)(=O)C2)cc1 (stereo not drawn)	-4	103	95	95	94	2	88	-1
COc1ccc(C2CC(=O)c3cnc(NC(=O)c4ccccc4OC)nc3C2)c(OC)c1 (stereo not drawn)	-6&-1	107	92	100	98	0	87	17
CCOc1ccc(NC(=O)C2CCN(S(=O)(=O)c3c(C)n[nH]c3C)CC2)cc1	-6	95	100	98	103	0	96	9
CCOC(=O)C1CCN(C(=O)c2cccc(S(=O)(=O)N(C)C3CCCCC3)c2)CC1	4	102	100	107	97	3	108	22
Cc1ccc(NC(=O)c2cccc3c2-c2ccccc2C3=O)cc1C	-3	103	106	104	103	0	105	-4
O=C(NC1(C(F)(F)F)NC(=O)N(Cc2ccco2)C1=O)c1cccnc1 (stereo not drawn)	-7	107	103	104	100	0	104	-3
CCC(=O)Nc1ccc(/C(C)=N\NS(=O)(=O)c2ccc(C)cc2)cc1	8	115	113	111	108	4	103	-4
CN1CCN(c2oc(-c3ccccc3)nc2S(=O)(=O)c2ccccc2)CC1	-2	106	102	111	113	0	108	5
COc1ccc(C(=O)CCC(=O)O)c(C)c1	5	99	96	102	103	0	97	5
CCN(C(=S)NCc1ccccc1)c1ccccc1	-1	95	101	99	97	8	98	3
Cc1cc(C)n(-c2ccc(C)c(Cl)c2)n1	8	93	99	94	101	4	101	27
NC(=O)CN1C(=O)C2C3c4ccccc4C(c4ccccc43)C2C1=O (stereo not drawn)	-1	87	86	90	90	1	101	7
O=C(CNC(=O)C1CCCCC1)OCn1nnc2ccccc2c1=O	21	94	100	95	97	0	98	11
CSc1nsc2nc(=O)c(/C=C3\C(C)=Nc4ccc(C)cc43)c(N)n12	6	112	94	100	100	3	98	-14

Following part.
SMILES	GASC-1 inh	LAP4 TOR yeast	RPL19A TOR yeast	AGP1 TOR yeast	MEP2 TOR yeast	GRK2 inh	CIT2 TOR yeast	VLA-4 inh
O=C(NCCCN1CCCC1=O)[C@H](CSCc1ccccc1)N1Cc2ccccc2C1=O	5	95	92	95	90	0	73	-4
CCN1CCN(Cc2cccc(Oc3ccc(Cl)cc3)c2)CC1	103	96	94	98	97	0	95	25
COc1ccc(/C=N/Nc2nc(-c3ccc(Cl)cc3)cc(C(F)(F)F)n2)c(OC)c1	-2	104	104	103	106	0	97	35
CCCNc1nc(C)cc(-c2cc(C(=O)NCc3ccccc3)on2)n1	13	153*	97	82	93	2	92	-21
COC(=O)c1ccccc1NC(=O)CN(C)S(=O)(=O)c1ccc(OC)c(C)c1	6&6	103	98	98	101	3	89	3
O=C(O)c1ccc(Oc2c(C(F)(F)F)oc3cc(O)ccc3c2=O)cc1	11	92	56	57	164	17	90	5
O=C1CN(C(=O)c2ccc(Cl)c([N+](=O)[O-])c2)c2ccccc2N1	0	98	97	102	103	3	101	-3
O=C1OC(c2ccc(Cl)cc2)/C(=C(/O)c2ccccc2)C1=O (stereo not drawn)	-6	89	100	101	98	4	95	-15
CCOC(=O)c1sc2nc(C)nc(Nc3ccccc3)c2c1C	-3	103	101	100	100	0	97	10
Cc1cc(C)c2oc(C(=O)N(Cc3ccccc3)C3CCS(=O)(=O)C3)cc(=O)c2c1 (stereo not drawn)	-14	116	100	121	105	0	108	1
O=C(CCCc1ccccc1)NC1CC1	4	93	101	99	99	0	100	-3
CC1Cc2cc(S(=O)(=O)N3CCC(C(=O)N4CCCCC4)CC3)ccc2N1C(=O)C1CC1 (stereo not drawn)	-1	91	96	98	102	0	102	2
CCN(CCCNC(=O)Cn1cc2c(n1)CCCC2)c1cccc(C)c1	0	100	97	105	105	0	95	-16
Cc1ccnc(NS(=O)(=O)c2ccc3ccccc3c2)n1	4	97	103	97	103	0	97	0
COc1ccccc1NS(=O)(=O)c1cccc(C(=O)NCC2(N(C)C)CCCCC2)c1	2	105	100	102	101	0	95	7
CC(C)OCC1CO1 (stereo not drawn)	-6	101	103	99	103	4	90	30
CC(C)N1CCN(Cc2cccn2-c2ccccn2)CC1CCO (stereo not drawn)	-17	86	102	100	106	0	108	25
O=c1[nH]c(COc2ccc(Br)cc2Cl)nc2ccccc12	-13	112	107	104	102	6	107	11
Cc1csc2c(N3CCC(C(=O)O)CC3)ncnc12	2	109	98	108	99	3	101	3
C/C(=N\NC(=S)NC1CCCCC1)c1ccc(C)o1	-5	97	100	99	103	0	97	26

6 compounds picked at random from those above:
SMILES	GASC-1 inh	LAP4 TOR yeast	RPL19A TOR yeast	AGP1 TOR yeast	MEP2 TOR yeast	GRK2 inh	CIT2 TOR yeast	VLA-4 inh
COC(CNC(=O)c1ccc(CS(=O)(=O)c2ccccc2)o1)OC	-7	89	93	91	91	0	98	6
Cc1cc(C)cc(OCC(O)CN2C(=O)NC(C)(C)C2=O)c1 (stereo not drawn)	3	105	97	98	118	3	92	11
CCOC(=O)C1CCN(C(=O)c2cccc(S(=O)(=O)N(C)C3CCCCC3)c2)CC1	4	102	100	107	97	3	108	22
COc1ccccc1NS(=O)(=O)c1cccc(C(=O)NCC2(N(C)C)CCCCC2)c1	2	105	100	102	101	0	95	7
Cc1ccc(-c2nn(-c3ccccc3)cc2/C=N/NC(=O)CSc2nnc(C)n2-c2ccccc2)cc1	-6	106	103	x	107	2	113	-8
O=C(NC1(C(F)(F)F)NC(=O)N(Cc2ccco2)C1=O)c1cccnc1 (stereo not drawn)	-7	107	103	104	100	0	104	-3

Screening results from PubChem.
